MITF TRPM1 inh = inhibitors of MITF-driven TRPM1 promoter in melanoma cells. SK-MEL-5 TRPM1 promoter luciferase, 24 h. inhibition, % at 12.5 µM. hit rate 0.83% among 330,000;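 active means mean inhibition across replicates of 60% or more, whatever share of single replicates reaches that level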; further: values of inactives mirror those of a sister screen read the other way
NR2E3 ag-1 = human photoreceptor-specific nuclear receptor agonism; Q9Y5X4; CHO-S Gal4-NCOR/VP16-NR2E3 two-hybrid, luciferase; inhibition of corepressor binding, % at 3.98 µM; hit rate 0.35% among 360,000; AID 602229;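 active means inhibition above the mean of all tested compounds plus 3 SD, cut at about 70% in these data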;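 further: 0% = DMSO with NR2E3 transfected cells and 100% = cells lacking NR2E3 construct; higher means lower luciferase signal from less NR2E3 corepressor binding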
Target sequence (Q9Y5X4 whole entry, looked up, the tested form may be a part): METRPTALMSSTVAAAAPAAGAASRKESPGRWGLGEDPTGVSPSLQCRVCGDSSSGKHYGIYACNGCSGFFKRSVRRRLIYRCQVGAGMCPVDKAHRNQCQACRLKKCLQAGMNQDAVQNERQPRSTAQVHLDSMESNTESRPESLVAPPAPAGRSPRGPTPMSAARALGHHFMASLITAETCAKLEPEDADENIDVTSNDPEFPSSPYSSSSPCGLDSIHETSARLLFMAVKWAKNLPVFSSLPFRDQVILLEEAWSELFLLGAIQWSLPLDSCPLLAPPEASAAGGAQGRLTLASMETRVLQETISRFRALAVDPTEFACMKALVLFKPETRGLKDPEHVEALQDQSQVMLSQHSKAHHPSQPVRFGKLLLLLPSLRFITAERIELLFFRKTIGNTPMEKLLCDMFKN
TRAIL sens C8 = sensitizes caspase-8 expressing cells to TRAIL; NB7+C8 cells + TRAIL, ATPlite viability luminescence; inhibition (viability loss, TRAIL sensitization), % at 10 µM; hit rate 1% among 360,000;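 active means compounds causing at least 50% loss of cell viability in the single-dose screen, relative to plate controls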
Shn3 3UTR inh = reduces Shn3 3'UTR luciferase signal in osteoblasts; Clone20 osteoblast Shn3 3'UTR firefly luciferase, 24 h; AID 588674; hit rate 0.52% among 360,000; inhibition, % at 12.5 µM;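 active means mean inhibition of at least 75% with every replicate also reaching 75%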;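 further: 0% = median of neutral control wells and 100% = pilot-screen positive control compound; some compounds past the cut are filed as inactive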
Peg3 prom inh = Peg3 promoter activity inhibition | HeLa PEG-Prom luciferase reporter, luminescence, overnight | inhibition, % at 20 µM | hit rate 1.7% among 360,000 | AID 588405;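 active means inhibition of at least 50% at 20 µM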
iPSC survival up = enhancers of human iPSC single-cell survival | hiPSC single-cell survival, ATPlite luminescence; 100% = ROCK inhibitor wells, 0% = DMSO | survival enhancement, % at 20 µM | hit rate 0.044% among 360,000 | AID 602274; in the data active means survival enhancement above about 18%;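 further: cells exposed to compounds for 16 hours before the ATP read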
CF NFkB block = blocks PAF-induced NF-kB reporter in cystic fibrosis cells; KKLEB NF-kB-GFP reporter, GFP fluorescence overnight; inhibition, % at 5 µM; hit rate 0.86% among 360,000; AID 588850;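 active means at least 50% inhibition at 5 µM, scaled per plate between neutral and stimulator controls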;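 further: PAF is a Pseudomonas aeruginosa culture filtrate used as stimulus; plate controls were PAF-stimulated DMSO wells for no effect and unstimulated DMSO wells for full effect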
HIF-2a inh = inhibitors of HIF-2a | 786-0 RCC cells HIF-2a reporter, luciferase luminescence, overnight | inhibition, % at 18.8 µM | hit rate 0.72% among 360,000 | AID 624352;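 active means inhibition of the luminescence signal of 40% or more relative to plate controls, in a single-dose primary screen at 18.75 µM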
KKLEB cytotox = reduces viability of KKLEB cystic fibrosis airway cells; hit rate 0.36% among 360,000; activity change (cytotoxicity), % at 5 µM; KKLEB CF airway cells viability, ATPlite luminescence, overnight; active compounds read low; cells stimulated with P. aeruginosa culture filtrate;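 active means corrected activity change at or below -50% at 5 µM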
EBV LMP1 NFkB = inhibitors of Epstein-Barr LMP1-induced NF-kappaB reporter; LMP1-induced NF-kappaB luciferase reporter cells, luminescence; inhibition, % at 12.5 µM; hit rate 0.69% among 350,000; in the data active means inhibition above about 41%;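 further: 0% = neutral control wells and 100% = reference inhibitor control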
NR2E3 ag-2 = activates human photoreceptor nuclear receptor NR2E3; GST-NR2E3/biotin-RetCOR TR-FRET, 1536-well; AID 2300; hit rate 0.12% among 320,000; Q9Y5X4; inhibition of corepressor binding, % at 4.78 µM;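 active means percent inhibition above the cutoff of mean plus 3 SD of all tested compounds, set per screening campaign, cut at about 20% in these data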;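 further: 0% = DMSO wells and 100% = biotin wells as full block of FRET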
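system = GST-tagged NR2E3 plus biotinylated RetCOR corepressor | input = 1.35 nM GST-NR2E3 | also added = 7 nM biotin-RetCOR | schedule = 5 h incubation at 4 °C | measured by = TR-FRET with europium anti-GST and streptavidin-D2, 340 nm excitation | read-out = percent loss of FRET ratio relative to control wells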
Starred values were filed as active, the others as inactive. Some of the compounds tested; count on the stated rates, not on these rows.

Results for O=C1CSC(c2ccc([N+](=O)[O-])cc2)N1Cc1ccccc1 (stereo unspecified) ?
MITF TRPM1 inh: 4; NR2E3 ag-1: 5; TRAIL sens C8: -14; Shn3 3UTR inh: 18; Peg3 prom inh: 26; iPSC survival up: -0.3; CF NFkB block: 9; HIF-2a inh: 13; KKLEB cytotox: -12; EBV LMP1 NFkB: 5

How did COc1ccccc1NS(=O)(=O)c1cccc(C(=O)OCc2nc3ccccc3s2)c1 do in these assays?
MITF TRPM1 inh: -7; NR2E3 ag-1: 0; TRAIL sens C8: 0; Shn3 3UTR inh: -69; Peg3 prom inh: -49; iPSC survival up: 1.7; CF NFkB block: -11; HIF-2a inh: -110; KKLEB cytotox: -1; EBV LMP1 NFkB: -12; NR2E3 ag-2: -2

How did Cc1[nH]c2ccccc2c1C(=O)CN1CCSCC1 do in these assays?
MITF TRPM1 inh: 8; NR2E3 ag-1: -10; TRAIL sens C8: 13; Shn3 3UTR inh: 3; Peg3 prom inh: -7; iPSC survival up: 0.0; CF NFkB block: -10; HIF-2a inh: 9; KKLEB cytotox: -8; EBV LMP1 NFkB: 5; NR2E3 ag-2: 5

How did CC(C)(C)C(=O)N1CCN(c2ncccc2C(F)(F)F)CC1 do in these assays?
MITF TRPM1 inh: -10; NR2E3 ag-1: -6; TRAIL sens C8: -19; Shn3 3UTR inh: 10; Peg3 prom inh: -8; iPSC survival up: -0.7; CF NFkB block: 11; HIF-2a inh: 2; KKLEB cytotox: -2; EBV LMP1 NFkB: -3; NR2E3 ag-2: 3

What do the screens show for `Cc1cc(C(=O)CSc2nc(N)cc(=O)[nH]2)c(C)n1Cc1ccco1`?
MITF TRPM1 inh: 4; NR2E3 ag-1: 5; TRAIL sens C8: -6; Shn3 3UTR inh: 77; Peg3 prom inh: -10; iPSC survival up: 0.1; CF NFkB block: 14; HIF-2a inh: 1; KKLEB cytotox: -5; EBV LMP1 NFkB: 5; NR2E3 ag-2: 2

Results for O=C(CSc1nnc(NC(=O)C2CC2)s1)Nc1ccccc1 ?
MITF TRPM1 inh: 0; NR2E3 ag-1: -10; TRAIL sens C8: 3; Shn3 3UTR inh: 2; Peg3 prom inh: -14; iPSC survival up: -0.2; CF NFkB block: 6; HIF-2a inh: -10; KKLEB cytotox: -3; EBV LMP1 NFkB: -6; NR2E3 ag-2: 2

How did Cc1ccc2cccc(OCC(=O)Nc3ccc4c(c3)OCO4)c2n1 do in these assays?
MITF TRPM1 inh: -6; NR2E3 ag-1: -2; TRAIL sens C8: -26; Shn3 3UTR inh: 17; Peg3 prom inh: 22; iPSC survival up: 0.5; CF NFkB block: -16; HIF-2a inh: -15; KKLEB cytotox: 8; EBV LMP1 NFkB: 4; NR2E3 ag-2: 2

Results for CCc1ccc(-c2csc3[n+]2CCN3C(C)=O)cc1 ?
MITF TRPM1 inh: -2; NR2E3 ag-1: -29; TRAIL sens C8: 18; Shn3 3UTR inh: -1; Peg3 prom inh: -3; iPSC survival up: 2.1; CF NFkB block: -5; HIF-2a inh: 1; KKLEB cytotox: 3; EBV LMP1 NFkB: -4; NR2E3 ag-2: -1

What do the screens show for `CC1=C(C(=O)Nc2ccccn2)C(c2ccccc2Cl)NC(=S)N1` (stereo unspecified)?
MITF TRPM1 inh: -27; NR2E3 ag-1: -15; TRAIL sens C8: -6; Shn3 3UTR inh: -32; Peg3 prom inh: -146; iPSC survival up: -3.2; CF NFkB block: 5; HIF-2a inh: -160; KKLEB cytotox: -5; EBV LMP1 NFkB: -12; NR2E3 ag-2: 3

How did O=C(COC(=O)CC1CCS(=O)(=O)C1)Nc1ccc(F)cc1 (stereo unspecified) do in these assays?
MITF TRPM1 inh: -3; NR2E3 ag-1: -4; TRAIL sens C8: 2; Shn3 3UTR inh: -3; Peg3 prom inh: 8; iPSC survival up: 0.7; CF NFkB block: 22; HIF-2a inh: 11; KKLEB cytotox: -5; EBV LMP1 NFkB: -1

Three compounds already listed, arranged by molar mass, smallest number first:
How did CC(C)(C)C(=O)N1CCN(c2ncccc2C(F)(F)F)CC1 do in these assays?
MITF TRPM1 inh: -10; NR2E3 ag-1: -6; TRAIL sens C8: -19; Shn3 3UTR inh: 10; Peg3 prom inh: -8; iPSC survival up: -0.7; CF NFkB block: 11; HIF-2a inh: 2; KKLEB cytotox: -2; EBV LMP1 NFkB: -3; NR2E3 ag-2: 3

How did Cc1ccc2cccc(OCC(=O)Nc3ccc4c(c3)OCO4)c2n1 do in these assays?
MITF TRPM1 inh: -6; NR2E3 ag-1: -2; TRAIL sens C8: -26; Shn3 3UTR inh: 17; Peg3 prom inh: 22; iPSC survival up: 0.5; CF NFkB block: -16; HIF-2a inh: -15; KKLEB cytotox: 8; EBV LMP1 NFkB: 4; NR2E3 ag-2: 2

What do the screens show for `CC1=C(C(=O)Nc2ccccn2)C(c2ccccc2Cl)NC(=S)N1` (stereo unspecified)?
MITF TRPM1 inh: -27; NR2E3 ag-1: -15; TRAIL sens C8: -6; Shn3 3UTR inh: -32; Peg3 prom inh: -146; iPSC survival up: -3.2; CF NFkB block: 5; HIF-2a inh: -160; KKLEB cytotox: -5; EBV LMP1 NFkB: -12; NR2E3 ag-2: 3

Other records:
What do the screens show for `CS(=O)(=O)c1cccc(C(=O)NCc2ccccc2)c1`?
MITF TRPM1 inh: 5; NR2E3 ag-1: -12; TRAIL sens C8: -24; Shn3 3UTR inh: -26; Peg3 prom inh: 1; iPSC survival up: -0.3; CF NFkB block: -12; HIF-2a inh: -1; KKLEB cytotox: 10; EBV LMP1 NFkB: 1; NR2E3 ag-2: -3

How did CC(C)C[C@H](NC(=O)OC(C)(C)C)C(=O)N/N=C/C1=Cc2ccccc2OC1C (stereo partly specified) do in these assays?
MITF TRPM1 inh: -4; NR2E3 ag-1: 0; TRAIL sens C8: 1; Shn3 3UTR inh: 18; Peg3 prom inh: 5; iPSC survival up: 1.7; CF NFkB block: -7; HIF-2a inh: 0; KKLEB cytotox: 11; EBV LMP1 NFkB: 7; NR2E3 ag-2: 1

Results for COc1ccc(C2=NN(C(=O)CCCC(=O)O)C(c3cccs3)C2)cc1OC (stereo unspecified) ?
MITF TRPM1 inh: 2; NR2E3 ag-1: -11; TRAIL sens C8: -4; Shn3 3UTR inh: -14; Peg3 prom inh: -10; iPSC survival up: -1.6; CF NFkB block: 25; HIF-2a inh: 13; KKLEB cytotox: -11; EBV LMP1 NFkB: -6; NR2E3 ag-2: 6

What do the screens show for `O=C(CSc1nnc(C2CC2)n1Cc1ccccc1)N1CCNC1=O`?
MITF TRPM1 inh: 6; NR2E3 ag-1: -31; TRAIL sens C8: -6; Shn3 3UTR inh: -19; Peg3 prom inh: -3; iPSC survival up: 0.5; CF NFkB block: 0; HIF-2a inh: 15; KKLEB cytotox: -7; EBV LMP1 NFkB: -8

How did COc1ccccc1-c1cnc(C(O)c2cccc(F)c2)[nH]1 (stereo unspecified) do in these assays?
NR2E3 ag-1: 11; TRAIL sens C8: 7; Shn3 3UTR inh: -11; Peg3 prom inh: -18; iPSC survival up: 1.7; CF NFkB block: 7; HIF-2a inh: -38; KKLEB cytotox: -22

Results for Cc1ccc(NC(=S)Nc2cccc3cnccc23)c(C)c1 ?
MITF TRPM1 inh: 16; NR2E3 ag-1: -31; TRAIL sens C8: -2; Shn3 3UTR inh: -38; Peg3 prom inh: -144; iPSC survival up: -0.1; CF NFkB block: 10; HIF-2a inh: -258; KKLEB cytotox: 11; EBV LMP1 NFkB: -7; NR2E3 ag-2: 4

What do the screens show for `Cc1ccccc1-c1noc(-c2ccccc2C(=O)NCc2ccco2)n1`?
MITF TRPM1 inh: 4; NR2E3 ag-1: 4; TRAIL sens C8: -3; Shn3 3UTR inh: -20; Peg3 prom inh: -3; iPSC survival up: 0.1; CF NFkB block: -13; HIF-2a inh: -28; KKLEB cytotox: -3; EBV LMP1 NFkB: -1; NR2E3 ag-2: 0

What do the screens show for `CCC(c1nnnn1C(C)(C)CC)N1CCN(c2ccccc2F)CC1` (stereo unspecified)?
MITF TRPM1 inh: -3; NR2E3 ag-1: -23; TRAIL sens C8: 4; Shn3 3UTR inh: 3; Peg3 prom inh: 10; iPSC survival up: 4.8; CF NFkB block: 23; HIF-2a inh: 18; KKLEB cytotox: 1; EBV LMP1 NFkB: 8; NR2E3 ag-2: 0

What do the screens show for `CCOC(=O)N1CCN(Cc2nc(N)nc(Nc3ccc(Cl)cc3)n2)CC1`?
MITF TRPM1 inh: -13; NR2E3 ag-1: -2; TRAIL sens C8: -9; Shn3 3UTR inh: -3; Peg3 prom inh: -34; iPSC survival up: -0.8; CF NFkB block: 16; HIF-2a inh: -56; KKLEB cytotox: -7; EBV LMP1 NFkB: 12; NR2E3 ag-2: 1

What do the screens show for `Cc1ccc(Cl)c(OCCN2CCc3ccccc3C2)c1`?
MITF TRPM1 inh: 2; NR2E3 ag-1: 14; TRAIL sens C8: -14; Shn3 3UTR inh: 15; Peg3 prom inh: 15; iPSC survival up: 0.6; CF NFkB block: 3; HIF-2a inh: -15; KKLEB cytotox: -5; EBV LMP1 NFkB: -65; NR2E3 ag-2: 1

Results for CCN(C(=O)COC(=O)c1ccc2c(c1)OCO2)c1c(N)n(Cc2ccccc2)c(=O)[nH]c1=O ?
MITF TRPM1 inh: 5; NR2E3 ag-1: 11; TRAIL sens C8: -9; Shn3 3UTR inh: -7; Peg3 prom inh: 18; iPSC survival up: -0.1; CF NFkB block: -2; HIF-2a inh: 11; KKLEB cytotox: -4; EBV LMP1 NFkB: 1

How did O=C(NCC1OCCc2ccccc21)c1ccc(NC(=O)c2cccc(Br)c2)cc1 (stereo unspecified) do in these assays?
MITF TRPM1 inh: 0; NR2E3 ag-1: -32; TRAIL sens C8: 16; Shn3 3UTR inh: 30; Peg3 prom inh: 3; iPSC survival up: 2.3; CF NFkB block: 20; HIF-2a inh: 4; KKLEB cytotox: -19; EBV LMP1 NFkB: 16; NR2E3 ag-2: -3

What do the screens show for `NC(=O)C1CCN(C(=O)CN(c2cccc(C(F)(F)F)c2)S(=O)(=O)c2ccccc2)CC1`?
MITF TRPM1 inh: 0; NR2E3 ag-1: 9; TRAIL sens C8: -8; Shn3 3UTR inh: -20; Peg3 prom inh: 4; iPSC survival up: 2.6; CF NFkB block: -2; HIF-2a inh: 8; KKLEB cytotox: 6; EBV LMP1 NFkB: -3; NR2E3 ag-2: -1

Results for Clc1cccc2sc(N3CCN(c4ccccc4)CC3)nc12 ?
MITF TRPM1 inh: 2; NR2E3 ag-1: -34; TRAIL sens C8: 19; Shn3 3UTR inh: -32; Peg3 prom inh: -137; iPSC survival up: -0.4; CF NFkB block: -21; HIF-2a inh: -149; KKLEB cytotox: 14; EBV LMP1 NFkB: -10; NR2E3 ag-2: -2

From PubChem
